HepG2 viability: counter-screen for TGF-b inhibitors: cytotoxicity in HepG2 cells | HepG2 CAGA-GFP viability, ATP luminescence, 18 h | Potency, µM (top dose mostly 46.1 µM), inactives show at the top dose activity change, negative = cytotoxicity, most hits filed as cytotoxic | hit rate 0.76% among 410,000 | AID 588856; also: potency is read from the fitted curve at half-maximal effect; some results filed as inactive show a strong effect at the top dose
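CellTiter-Glo luminescence gave cytotoxicity after 18 hours at 37 degrees C. The cells were HepG2 CAGA-GFP in 1% FBS DMEM, stimulated with 500 pg/mL TGF-beta after compound addition. %Activity was normalised to no-cell wells (complete cell-killing) and DMSO (no toxicity), and curves were fitted and classified.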
Nrf2 block: Nrf2 pathway inhibition. Potency, µM (doses to about 46 µM), for inactives: at the highest dose activity change, negative = inhibition, actives largely listed as inhibitors. hit rate 2.1% among 360,000. A549 ARE-Fluc reporter, luciferase luminescence, 18-24 h; also: potency is read from the fitted curve at half-maximal effect; % is scaled to controls: 0 for no effect and ±100 for the full control effect; nearly all actives have a fitted effect of over 60% in size
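Two sequential reads on A549 ARE_Fluc cells exposed to compound for 18-24 h: a CellTiter-Fluor fluorescence read for viability, then a luciferase luminescence read for Nrf2/ARE activity.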
A549 viability: kills or reduces viability of A549 cells in Nrf2 counter-screen | A549 ARE-Fluc cells, CellTiter-Fluor viability, 18-24 h | hit rate 0.16% among 390,000 | Potency, µM (top dose mostly 46 µM), inactives show at the top dose activity change, negative = cytotoxicity, actives largely listed as inhibitors | AID 504648; also: potency is read from the fitted curve at half-maximal effect; % is scaled to controls: 0 for no effect and ±100 for the full control effect
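A549 ARE-Fluc cells in 5% FBS OPTI-MEM, 5000 cells/well, rested 2 h then exposed to compounds in concentration-response for 18-24 h at 37 °C. Viability by CellTiter-Fluor fluorescence (Ex 405/Em 525) after 30 min; luciferase luminescence (BugLite, 15 min, RT) read afterwards.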
IL-1B inflam inh: blocks inflammasome-driven IL-1 beta release. THP-1 LPS/ATP IL-1B secretion, AlphaLISA, 16 h; active compounds read low. activity change, % at 57.5 µM. hit rate 4.7% among 360,000; in the data active = activity change below about -50%; inconclusive = mostly about -30% to -49%; also: % is scaled to controls: 0 for no effect and ±100 for the full control effect
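THP-1 cells pretreated 1 hr with compounds (up to 57.5 uM final), then stimulated with LPS (250 ng/mL final) plus ATP (1.25 mM final); secreted IL-1B measured by AlphaLISA after 16 hr, decreased signal indicating inhibition.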
MCF10A rerep: induces DNA re-replication in MCF 10a normal breast cells. MCF 10A DNA re-replication, Hoechst nuclear intensity, 48 h. Potency, µM (highest dose often 46.1 µM), for inactives: at the top dose activity, positive = re-replication, actives largely listed as activators. hit rate 2.9% among 350,000. AID 624296; also: potency is read from the fitted curve at half-maximal effect; % of control where 0% means no effect; nearly all actives have a fitted effect of over 50% in size
ATXN2 expr inh: reduces ATXN2 reporter expression in HEK-293 cells; HEK-293 ATXN2-luciferase reporter, luminescence, 24 h; Potency, µM (doses to about 57 µM), for the others: top-dose activity change, negative = inhibition, actives largely listed as inhibitors; hit rate 0.72% among 360,000; also: potency is read from the fitted curve at half-maximal effect; % is scaled to controls: 0 for no effect and ±100 for the full control effect; nearly all actives have a fitted effect of over 55% in size
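qHTS (up to 57 uM final) was run with 24 h compound exposure of reporter cells at 37 °C. Each well was multiplexed: SteadyGlo luminescence measured ATXN2-luciferase expression after a fluorogenic Gly-Phe-AFC viability readout (25 uM final).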
ATXN viability: reduces viability in counter-screen for ATXN expression inhibitors; S2 cells (HEK-293 line with an ATXN2-luciferase reporter) viability, CellTiter-Fluor protease fluorescence, 24 h; Potency, µM (top dose mostly 56.7 µM), most hits filed as cytotoxic; hit rate 0.49% among 400,000; also: potency is read from the fitted curve at half-maximal effect; nearly all actives have a fitted effect of over 40% in size
Nrf2 ARE act: Nrf2 pathway activation; AREc32 ARE-luciferase reporter (MCF7-derived line), luminescence, 24 h; Potency, µM (doses to about 46.1 µM), for the others: at the highest dose activation, actives largely listed as activators; hit rate 0.31% among 410,000; AID 624171; also: potency is read from the fitted curve at half-maximal effect; % of control where 0% means no effect; nearly all actives have a fitted effect of over 65% in size
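Luciferase luminescence (Steady-Glo, 30 min at room temperature) served as the read-out of ARE activation in AREc32 cells treated with compounds for 24 hr at 37 deg C.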
TGFb SMAD3 inh: blocks TGF-b signaling | HepG2 CAGA-GFP TGF-b/SMAD3 reporter, GFP fluorescence, 18 h; TGF-beta stimulated, 500 pg/mL final | Potency, µM (top dose mostly 46.1 µM), for the others: at the top dose activity, negative = inhibition, usual class: inhibitors | hit rate 1.2% among 410,000 | AID 588855; also: potency is read from the fitted curve at half-maximal effect; % is scaled to controls: 0 for no effect and ±100 for the full control effect; nearly all actives have a fitted effect of over 65% in size
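Per well, imaged GFP fluorescence of HEPG2 CAGA-GFP cells gives the signal; cells get compound, then TGF-beta (500 pg/mL final), 18 h at 37 degrees C; %Activity versus -TGF-beta and +DMSO controls.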
An asterisk follows results filed as active. Unless noted, calls follow the shape of the dose curve; as a rule, active = well fitted curve in the direction sought with a large enough effect; inconclusive = small, poorly fitted or top-dose-only effect, or another doubt; inactive = no such curve, though single readings can be large; an effect the other way counts as inactive or inconclusive.

What do the screens show for `Cn1c(=O)c(=O)n(C)c2cc(NC(=O)c3cccc(F)c3)c(Cl)cc21`?
HepG2 viability: -15%; Nrf2 block: 13%; A549 viability: -1%; ATXN2 expr inh: -1%; ATXN viability: inactive; Nrf2 ARE act: 25%; TGFb SMAD3 inh: inconclusive

Results for Cc1ccc(-n2nnnc2C(Cl)c2nnnn2-c2ccc(C)cc2)cc1 ?
HepG2 viability: -51%; Nrf2 block: inconclusive; A549 viability: 8%; IL-1B inflam inh: -59*; MCF10A rerep: 2%; ATXN viability: inconclusive; Nrf2 ARE act: 3.6%; TGFb SMAD3 inh: inconclusive

Results for O=C(CC1N=C2c3ccccc3N=C(SCc3cccc(Cl)c3)N2C1=O)NCCc1ccccc1 (stereo not given) ?
HepG2 viability: -54%; A549 viability: -26%; ATXN2 expr inh: -22%; ATXN viability: inconclusive; Nrf2 ARE act: -0.7%; TGFb SMAD3 inh: inconclusive

Results for CCCCc1nnc(NC(=O)CCc2ccccc2)s1 ?
HepG2 viability: -23%; Nrf2 block: 8%; A549 viability: 18%; IL-1B inflam inh: -6; MCF10A rerep: 5%; ATXN2 expr inh: 5%; ATXN viability: inactive; Nrf2 ARE act: -0.3%; TGFb SMAD3 inh: -4%

How did CC(=O)Nc1ccc(NC(=O)Cc2sc(C)nc2-c2ccc(C)cc2)cc1 do in these assays?
HepG2 viability: 16%; Nrf2 block: 2%; A549 viability: -5%; IL-1B inflam inh: 9; MCF10A rerep: -1%; ATXN2 expr inh: -11%; ATXN viability: inactive; Nrf2 ARE act: -0.7%; TGFb SMAD3 inh: 11%

How did CCCCOC(=O)C1=C(C)NC(=O)NC1c1ccc(OC)cc1 (stereo not given) do in these assays?
HepG2 viability: -2%; Nrf2 block: -15%; A549 viability: 0%; IL-1B inflam inh: -18; MCF10A rerep: -1%; ATXN2 expr inh: -5%; ATXN viability: inactive; Nrf2 ARE act: -0.4%; TGFb SMAD3 inh: -3%

Results for CN(CC(=O)Nc1ccc(F)c(F)c1F)C(=O)Cc1ccc2c(c1)OCCO2 ?
HepG2 viability: 2%; Nrf2 block: 2%; A549 viability: -5%; IL-1B inflam inh: 0; MCF10A rerep: 16%; ATXN2 expr inh: -4%; ATXN viability: inconclusive; Nrf2 ARE act: -0.3%; TGFb SMAD3 inh: 22%

How did O=C(COC(=O)COc1ccccc1)Nc1ncc(Cl)cc1Cl do in these assays?
HepG2 viability: -32%; Nrf2 block: 9%; A549 viability: 4%; IL-1B inflam inh: -17; MCF10A rerep: -3%; ATXN2 expr inh: -5%; ATXN viability: inactive; Nrf2 ARE act: -0.3%; TGFb SMAD3 inh: 2%

How did CCCC1=[N+](CC(=O)c2ccccc2)CCn2c(C)ccc21 do in these assays?
HepG2 viability: 2%; Nrf2 block: -4%; A549 viability: -2%; IL-1B inflam inh: inconclusive; MCF10A rerep: 6%; ATXN2 expr inh: -1%; ATXN viability: inactive; Nrf2 ARE act: 6.8%; TGFb SMAD3 inh: -8%

What do the screens show for `CN1CCN(C(=S)Nc2cc([N+](=O)[O-])ccc2Cl)CC1`?
HepG2 viability: -42%; Nrf2 block: 10%; A549 viability: -1%; IL-1B inflam inh: -3; MCF10A rerep: 20%; ATXN2 expr inh: 7%; ATXN viability: inactive; Nrf2 ARE act: 2.9%; TGFb SMAD3 inh: -12%

How did Cc1ccc(C)c(CN2C(=O)c3ccccc3S(=O)c3ccc(C(=O)N4CCC(C)CC4)cc32)c1 (stereo not given) do in these assays?
HepG2 viability: 0%; Nrf2 block: 2%; A549 viability: -15%; ATXN2 expr inh: -2%; ATXN viability: inactive; Nrf2 ARE act: 0.0%; TGFb SMAD3 inh: inconclusive

What do the screens show for `CC(=O)OC1CCC2C3CCC4OC(=O)CCC4C3CCC12C` (stereo not given)?
HepG2 viability: -25%; Nrf2 block: 2%; A549 viability: inconclusive; IL-1B inflam inh: 20; MCF10A rerep: 3%; ATXN2 expr inh: 2%; ATXN viability: inactive; Nrf2 ARE act: -0.9%; TGFb SMAD3 inh: -3%

What do the screens show for `Cc1sc2ccccc2c1CNC[C@H]1O[C@@H](n2cnc3c(N)ncnc32)[C@H](O)[C@@H]1O`?
HepG2 viability: -2%; Nrf2 block: 3%; A549 viability: -2%; IL-1B inflam inh: 1; MCF10A rerep: -15%; ATXN2 expr inh: 0%; ATXN viability: inactive; Nrf2 ARE act: -0.6%; TGFb SMAD3 inh: 5%

What do the screens show for `CC(=O)/C=C1/C(=O)Nc2ccccc21`?
HepG2 viability: -109%; Nrf2 block: -27%; A549 viability: -10%; IL-1B inflam inh: -15; MCF10A rerep: inconclusive; ATXN2 expr inh: inconclusive; ATXN viability: inconclusive; Nrf2 ARE act: 0.8%; TGFb SMAD3 inh: inconclusive

What do the screens show for `O=C(c1ccc(N2C(=O)CCC2=O)cc1)N1CCOCC1`?
HepG2 viability: -17%; Nrf2 block: 1%; A549 viability: 6%; IL-1B inflam inh: 16; MCF10A rerep: -16%; ATXN2 expr inh: -5%; ATXN viability: inactive; Nrf2 ARE act: 0.4%; TGFb SMAD3 inh: -16%

Compounds shown so far with fluorine:
What do the screens show for `Cn1c(=O)c(=O)n(C)c2cc(NC(=O)c3cccc(F)c3)c(Cl)cc21`?
HepG2 viability: -15%; Nrf2 block: 13%; A549 viability: -1%; ATXN2 expr inh: -1%; ATXN viability: inactive; Nrf2 ARE act: 25%; TGFb SMAD3 inh: inconclusive

Results for CN(CC(=O)Nc1ccc(F)c(F)c1F)C(=O)Cc1ccc2c(c1)OCCO2 ?
HepG2 viability: 2%; Nrf2 block: 2%; A549 viability: -5%; IL-1B inflam inh: 0; MCF10A rerep: 16%; ATXN2 expr inh: -4%; ATXN viability: inconclusive; Nrf2 ARE act: -0.3%; TGFb SMAD3 inh: 22%

(continued)
Results for CCOC(=O)c1cccc(NC(=O)c2cc3cc4ccc(C)cc4nc3s2)c1 ?
HepG2 viability: 2%; Nrf2 block: inconclusive; A549 viability: 4%; ATXN2 expr inh: -3%; ATXN viability: inactive; Nrf2 ARE act: -0.6%; TGFb SMAD3 inh: -5%

What do the screens show for `COc1cc(NS(=O)(=O)c2ccc(OC)c(C)c2C)c(OC)cc1Cl`?
HepG2 viability: -15%; Nrf2 block: 21µM*; A549 viability: -13%; IL-1B inflam inh: -4; MCF10A rerep: inconclusive; ATXN2 expr inh: inconclusive; ATXN viability: inactive; Nrf2 ARE act: -0.4%; TGFb SMAD3 inh: inconclusive

How did CC(=O)c1ccc(Nc2nc(N3CCOCC3)nc(N3CCOCC3)n2)cc1 do in these assays?
HepG2 viability: -37%; Nrf2 block: inconclusive; A549 viability: -7%; IL-1B inflam inh: -54*; MCF10A rerep: 2%; ATXN2 expr inh: 21%; ATXN viability: inactive; Nrf2 ARE act: 3.6%; TGFb SMAD3 inh: 9%

Results for CC(C)c1cccc(-c2csc(C(C)(O)c3ccncc3)n2)c1 (stereo not given) ?
HepG2 viability: -29%; IL-1B inflam inh: 10; ATXN2 expr inh: -22%; ATXN viability: inactive; Nrf2 ARE act: -0.1%; TGFb SMAD3 inh: inconclusive

What do the screens show for `Cc1cccc(-c2nnc(-c3ccc4ccccc4c3)o2)c1`?
HepG2 viability: 7%; Nrf2 block: inconclusive; A549 viability: 0%; IL-1B inflam inh: -7; MCF10A rerep: inconclusive; ATXN2 expr inh: -24%; ATXN viability: inactive; Nrf2 ARE act: 2.3%; TGFb SMAD3 inh: 22%

What do the screens show for `Cc1ccc(NC(=O)CC2C(=O)N(Cc3ccccc3)C(=S)N2NC(=O)c2ccccc2)c(C)c1` (stereo not given)?
HepG2 viability: -40%; Nrf2 block: inconclusive; A549 viability: inconclusive; IL-1B inflam inh: 5; MCF10A rerep: inconclusive; ATXN2 expr inh: -6%; ATXN viability: inactive; Nrf2 ARE act: 5.0%; TGFb SMAD3 inh: inconclusive

What do the screens show for `COC(=O)[C@]1(C)N[C@H](CN(C)S(=O)(=O)c2ccc(C(F)(F)F)cc2)[C@@H]2C(=O)N(C)C(=O)[C@@H]21`?
HepG2 viability: 5%; Nrf2 block: 11%; A549 viability: 0%; IL-1B inflam inh: 12; MCF10A rerep: inconclusive; ATXN2 expr inh: 6%; ATXN viability: inactive; Nrf2 ARE act: 0.1%; TGFb SMAD3 inh: -13%

How did CCOc1ccc(CCNC(=O)c2ccc3c(c2)nc2n3CCOC2)cc1OCC do in these assays?
HepG2 viability: 3%; A549 viability: 0%; Nrf2 ARE act: 3.4%; TGFb SMAD3 inh: 0%

Results for COc1ccc(C(=O)c2cnc3cc4c(cc3c2C)OCO4)cc1 ?
HepG2 viability: -24%; Nrf2 block: -24%; A549 viability: -7%; IL-1B inflam inh: -56*; MCF10A rerep: 29%; ATXN2 expr inh: 2%; ATXN viability: inactive; Nrf2 ARE act: -0.4%; TGFb SMAD3 inh: -11%

What do the screens show for `CCOC(=O)Cc1ccc(NC(=O)c2cccc([N+](=O)[O-])c2)cc1`?
HepG2 viability: 7%; Nrf2 block: 10%; A549 viability: -3%; IL-1B inflam inh: 16; MCF10A rerep: 5%; ATXN viability: inconclusive; Nrf2 ARE act: 0.2%; TGFb SMAD3 inh: inconclusive

How did CCc1cnc2c(c1SCc1c(F)cccc1Cl)c(=O)n(C)c(=O)n2C do in these assays?
HepG2 viability: -1%; A549 viability: 10%; ATXN2 expr inh: 10%; ATXN viability: inactive; Nrf2 ARE act: 0.8%; TGFb SMAD3 inh: -20%

Assay outcomes deposited in PubChem by National Center for Advancing Translational Sciences (NCATS).
